# High-throughput results from PubChem.
# BoNT A protease = BoNT/A light chain protease inhibitors, primary screen, biochemical, flow cytometry, MLPCN library | multiplex microsphere protease substrate cleavage | inhibition, % at 10 µM | 360,000 tested, 0.17% active | AID 588499, 2011; in the data active means inhibition above about 30%; inconclusive means no clear call, values can overlap the other calls; further: plate controls were buffer without enzyme for full effect and enzyme alone for no effect
# BoNT-F LC inh = BoNT/F light chain protease inhibitors, primary screen, biochemical, flow cytometry, MLPCN library | inhibition, % at 10 µM | Multiplex microsphere protease cleavage assay | Botulinum neurotoxin type F light chain protease (Clostridium botulinum) | AID 588497, 2011 | 360,000 tested, 0.22% active; in the data active means inhibition above about 35%, passing the limit was not always enough; inconclusive means no clear call, values can overlap the other calls; further: plate controls were buffer without enzyme for full effect and enzyme alone for no effect
# PrPC surface inh = inhibitors of human cell surface prion protein PrPC, primary screen, cell-based, TR-FRET. 370,000 tested, 0.43% active. TR-FRET read-out. AID 720596, 2013. Major prion protein (Homo sapiens), P04156. inhibition, % at 13.8 µM; in the data active means inhibition above about 24%; further: 0% = median of the test wells and 100% = reference compound wells
# Mtb UGM inh = M. tuberculosis UGM enzyme inhibitors, primary screen, biochemical, fluorescence polarization, single point; purified UGM, fluorescence polarization probe displacement; inhibition, % at 10 µM; 320,000 tested, 0.06% active; in the data active means inhibition above about 10%, passing the limit was not always enough; inconclusive means no clear call, values can overlap the other calls
# Target sequence (P9WIQ1 whole entry, looked up): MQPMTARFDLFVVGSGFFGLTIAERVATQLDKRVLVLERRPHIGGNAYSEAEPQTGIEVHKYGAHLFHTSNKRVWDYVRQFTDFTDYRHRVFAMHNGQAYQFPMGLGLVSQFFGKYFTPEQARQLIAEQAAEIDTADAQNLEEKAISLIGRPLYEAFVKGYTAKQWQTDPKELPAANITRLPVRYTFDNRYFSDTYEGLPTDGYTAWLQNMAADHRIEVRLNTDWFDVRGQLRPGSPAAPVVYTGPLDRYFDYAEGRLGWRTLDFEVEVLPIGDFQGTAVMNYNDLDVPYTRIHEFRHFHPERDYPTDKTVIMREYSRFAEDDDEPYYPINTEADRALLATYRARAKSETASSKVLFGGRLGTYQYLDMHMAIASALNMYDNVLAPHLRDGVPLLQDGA
# FadD28 binding = inhibitors of FadD28 bisubstrate probe binding, primary screen, biochemical, fluorescence polarization, single point. inhibition, % at 12.5 µM. 360,000 tested, 0.22% active. AID 588549, 2011; in the data active means inhibition above about 8.5%, passing the limit was not always enough; inconclusive means no clear call, values can overlap the other calls
# GDH-TPI counter = GDH-TPI coupling enzyme inhibitors, primary screen, artefact control for M. tuberculosis FBA inhibitor project, biochemical, absorbance, full deck. 360,000 tested, 1.2% active. inhibition, % at 4.8 µM. AID 588335, 2011. GDH-TPI coupled enzyme counterscreen, NADH absorbance;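 further: 0% = DMSO wells and 100% = wells lacking the enzyme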
# Mtb FBA inh = Mtb FBA enzyme inhibitors, primary screen, biochemical, fluorescence, strain H37Rv; purified M. tuberculosis FBA, fluorescence read-out; inhibition, % at 1 µM; 360,000 tested, 2.3% active; in the data active means inhibition above about 27%;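 further: 0% = vehicle and 100% = reference inhibitor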
# Target sequence (P9WQA3 whole entry, looked up): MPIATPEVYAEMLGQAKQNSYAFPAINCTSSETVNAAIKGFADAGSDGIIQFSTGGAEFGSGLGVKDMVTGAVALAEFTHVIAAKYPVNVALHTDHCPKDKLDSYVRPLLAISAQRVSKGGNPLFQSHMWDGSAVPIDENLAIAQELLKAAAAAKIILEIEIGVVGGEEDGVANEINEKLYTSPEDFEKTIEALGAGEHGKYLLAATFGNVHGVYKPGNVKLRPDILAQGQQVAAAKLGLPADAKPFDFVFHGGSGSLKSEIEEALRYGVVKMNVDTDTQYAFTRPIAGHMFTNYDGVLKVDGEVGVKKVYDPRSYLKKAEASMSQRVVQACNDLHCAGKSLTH
# CCHF vOTU inh = CCHFV vOTU protease inhibitors, primary screen, biochemical, Pep-AMC substrate, fluorescence. 370,000 tested, 0.55% active. inhibition, % at 11.5 µM. Crimean-Congo hemorrhagic fever virus L polyprotein viral ovarian tumor (vOTU) protease …; further: 0% = vehicle wells with enzyme and 100% = no enzyme wells
# BioA inh = M. tuberculosis BioA enzyme inhibitors, primary screen, biochemical, plate reader, single point, HTS; 7,8-diaminopelargonic acid synthase BioA (Mycobacterium tuberculosis); 360,000 tested, 0.096% active; inhibition, % at 9.99 µM; purified M. tuberculosis BioA enzyme; in the data active means inhibition above about 40%; inconclusive means no clear call, values can overlap the other calls
# An asterisk follows results filed as active; ? = inconclusive; . = no result given; + = active, no number; & = joins results of further samples. Unless noted, no stated cut-off is given here; in the data, active means inhibition above about 30%; inactive means the rest.
SMILES,BoNT A protease,BoNT-F LC inh,PrPC surface inh,Mtb UGM inh,FadD28 binding,GDH-TPI counter,Mtb FBA inh,CCHF vOTU inh,BioA inh
CS(=O)(=O)c1ccc(-c2nnn(CC(=O)Nc3ccc4c(c3)OCCO4)n2)cc1,0.8,0.6,-2.4,-3.4,.,-6.7,-5.3,9.1,-0.9
Cc1cc(=O)c2ccccc2[nH]1,0.0,1.5,-0.2,-0.7,-0.2,4.4,-0.3,-4.6,2.2
Clc1cccc(Cc2c(C3CCCCC3)nc3ccc(Cl)cn23)c1,0.1,-7.8,6.2,.,-4.6,.,-2.5,16.6,-2.1
CC1(C)CC[C@]2(C(=O)O)CC[C@]3(C)C(=CCC4[C@@]5(C)CC[C@H](O)C(C)(C)C5CC[C@]43C)C2C1 (stereo partly drawn),1.1,4.3,5.2,-2.0,0.3,0.0,2.5,17.8,1.5
Cc1cccc(-n2c(=O)c(C#N)cc3c(=O)n4ccccc4nc32)c1,?,1.0,-16.3,-2.2,-4.8,5.3,+,-127.2,0.0
COc1ccc(S(=O)(=O)N2CCN(C/C=C/c3ccccc3)CC2)cc1F,1.1,4.4,-3.5,-1.3,-0.1,0.4,-1.1,-3.9,-1.4
COc1ccc(S(=O)(=O)/C(C#N)=C/Nc2ccccc2F)cc1,-15.4,?,2.6,-1.5,-3.4,13.7,1.1,14.7,.
O=C(C1CC(=O)N(c2ccc3c(c2)OCCO3)C1)N1CCN(c2ccccc2O)CC1 (stereo not drawn),-0.9,-6.9,10.7,1.6,-0.6,8.2,7.0,9.1,6.4
COc1ccc(NC(=O)/C(N=Nc2cc(S(=O)(=O)Nc3ccc(OC)cc3)ccc2OC)=C(\C)O)cc1,-1.4,-3.0,-5.0,-3.8,-0.7,-4.7,-0.6,18.4,.
CCOC(=O)NC(=O)c1cn(Nc2ncc(Cl)cc2C(F)(F)F)c(=O)[nH]c1=O,-0.3,-3.0,-3.2,-1.1,0.6,0.0,-0.9,-2.4,-2.3
C=CCNC(=O)CC(=O)N/N=C/c1cccc(Br)c1,1.2,-5.3,-7.5,2.7,-1.0,12.3,0.8,-16.5,0.1
CC1CCCCN1C(=O)c1cc2nc(-c3ccccc3)cc(-c3ccccc3)n2n1 (stereo not drawn),2.7,-11.7,2.1,-1.0,-1.5,8.6,11.3,1.9,-2.4
COc1ccc(C(=O)O)cc1OC,-0.1,0.6,-4.8,.,-4.0,-19.6,-0.6,2.2,-1.4
CS(=O)(=O)N(CCC#N)Cc1ccco1,-1.0,-2.7,4.0,-0.6,-0.6,-0.3,2.8,-6.6,.
C/C=C(\C)C(=O)NCCN1C2=NC[C@H](C(C)C)N2C[C@@H]1Cc1ccc(OC)cc1,-0.2,-24.6,-9.3,3.5,-1.0,9.5,3.0,-2.0,-1.1
O=C(OCC(=O)N1c2ccccc2Sc2ccccc21)C1CC(=O)N(Cc2ccco2)C1 (stereo not drawn),-1.0,1.3,2.9,1.7,-5.3,3.6,0.7,-9.6,0.4
Cc1ccc(-c2nc3ncccn3c2NC(=O)C2CC2)cc1,-0.7,-2.1,-2.0,-2.9,-1.1,6.9,62.6*,-56.5,-0.8
Cc1ccccc1N=C(NO)c1nonc1N,0.4,-5.1,2.2,-2.2,-2.8,1.3,1.1,7.3,.
O=C(NC1CCN(S(=O)(=O)c2cccc(Cl)c2)CC1)C1CCCCC1,1.3,1.7,6.6,0.8,-0.1,2.7,-2.4,-5.9,-0.4
O=C(NCc1ccccc1)C1(C(F)(F)F)CC(CCCO)CCCO1 (stereo not drawn),0.4,-3.7,-2.1,-0.3,-3.2,-2.8,-1.6,-3.0,-1.7
CCOC(=O)c1sc2ncnc(N3CCN(C)CC3)c2c1C,0.9,1.3,-3.9,-0.7,0.0,32.8*,8.1,-3.8,.
COc1ccccc1C(=O)NCc1ccccn1,-0.6,-2.9,1.9,-1.5,0.0,-1.3,0.7,-11.0,.
Cc1ccc(S(=O)(=O)N(C)C)cc1NC(=O)CN1C(=O)NC(Cc2ccccc2)C1=O (stereo not drawn),3.9,3.2,8.6,1.6,-0.6,-0.3,2.5,-3.6,-0.5
Cc1ccc(C(=O)COC(=O)CSc2cccc3cccnc23)c(C)c1,-0.4,-10.5,6.4,-0.2,-6.5,9.9,14.2,13.0,-1.4
CCCNS(=O)(=O)c1ccc(OCC(=O)OC)cc1,-1.3,-2.9,9.3,-2.3,-1.8,6.2,3.3,-6.4,-0.5
COCCNC(=O)c1ccc(S(=O)(=O)c2ccc(Cl)cc2)c(NC(C)=O)c1,1.8,28.0,-1.7,-1.3,-2.4,-2.9,2.2,3.6,-0.8
COC(=O)c1cc(C(=O)N2CCN(c3ccccc3OC)CC2)cc([N+](=O)[O-])c1,-1.2,0.6,3.9,-2.8,-2.9,-4.4,1.5,-1.8,.
COc1cc(CNC2CCCCCC2)cc(OC)c1,-0.8,-4.8,1.1,-3.0,-2.0,9.8,-0.2,3.5,-0.5
COC(=O)C1=C(CSc2nncn2C)NC(=O)NC1c1ccc(F)cc1 (stereo not drawn),2.6,1.9,-0.4,-1.4,-2.2,3.1,1.4,-10.4,-0.2
O=C(NCC(c1cccnc1)N1CCN(c2ccccc2F)CC1)c1ccccc1 (stereo not drawn),0.0,-4.4,5.2,2.6,-0.6,-4.0,-0.1,0.7,-0.3
O=c1[nH]c2ccccc2n1C1CCN(C(c2ccccc2OC(F)(F)F)c2nnnn2-c2ccc3c(c2)OCCO3)CC1 (stereo not drawn),-0.1,2.0,3.6,.,-5.4,.,-5.8,25.3,0.4
CCn1c(SCC(=O)NNC(=O)c2ccc(OC)cc2)nnc1C1CC1,0.2,1.4,2.2,7.3,-0.1,-5.2,1.9,-0.5,-0.9
NCCc1c(-c2ccccc2)n(-c2ccccc2)c2ccccc12,1.0,-14.3,-9.6,.,-24.9,-5.5,3.3,7.3,.
COc1ccc2c(c1)C(C1=C(O)CC(C)(C)CC1=O)C1=C(CC(C)(C)CC1=O)O2 (stereo not drawn),-3.8,-4.3,-2.4,-0.2,-0.5,8.4,2.3,-13.6,-1.6
C=Cc1cccc(NC(=O)c2ccc(NC(=O)c3ccco3)cc2)c1,-2.3,-4.6,2.5,0.8,-9.9,0.7,-2.4,14.1,1.1
O=C(NCCC1CCCCN1S(=O)(=O)c1ccccc1)C(=O)NC1CC1 (stereo not drawn),1.2,-3.6,5.1,-0.5,-1.3,0.7,-1.2,-12.2,0.5
Cc1cc(C(=O)N/N=C/c2ccco2)c2ccccc2n1,-1.0,-9.4,2.4,-0.4,-1.5,12.2,-1.9,-5.1,.
O=S(=O)(N/N=C/c1ccc(F)cc1)c1ccccc1,0.3,-3.4,-9.8,0.9,-0.1,0.3,5.0,-11.4,1.6
O=C(c1nc(SCc2ccc([N+](=O)[O-])cc2)n2ccccc12)C(F)(F)F,-0.9,0.7,-0.5,2.0,-1.7,7.2,0.4,-0.9,.
CC(Cc1ccc(O)cc1)NCC(O)c1ccc(O)c(O)c1 (stereo not drawn),-0.8,-11.0,-3.6,.,8.2*,5.3,-2.6,5.8,-1.2
Cc1cnc(C(=O)OCC(=O)c2c[nH]c3ccccc23)cn1,4.9,?,2.4,3.4,-0.6,8.1,2.2,-3.8,-2.4
Cc1cccc(OCC(=O)Nc2ccccc2C(F)(F)F)c1,-1.6,-18.2,1.9,2.3,-1.2,0.0,-0.7,11.2,.
CCC(C)c1ccc(OCCCCN2CCOCC2)cc1 (stereo not drawn),0.1,10.6,8.2,-2.5,-3.7,-5.3,1.4,4.9,0.1
CCOc1cccc2cc(C(N)=O)c(=NCc3ccccc3)oc12,0.1,-5.7,3.8,-1.3,0.2,2.8,0.3,0.3,-1.8
C/C(=C(/NC(=O)c1ccccc1)C(=O)O)c1ccco1,-0.1,-2.0,-0.2,7.0,0.4,10.6,1.6,-6.2,.
Cc1c(NC(=S)NC(NC(=O)C(C)C)C(Cl)(Cl)Cl)c(=O)n(-c2ccccc2)n1C (stereo not drawn),-0.6,-10.2,8.3,.,-0.1,5.2,1.3,10.5,0.7
O=[N+]([O-])C(=C1Nc2ccccc2N1)C(Cl)=C(Cl)Cl,0.2,0.0,-1.5,0.5,-4.3,15.1,2.5,1.6,0.7
COc1ccc(C2=CC(c3ccco3)n3ncnc3N2)cc1 (stereo not drawn),-0.5,2.6,.,.,0.0,15.1,70.8*,.,.

# Entries of single compounds as entered above.
# Shown for CCC(C)c1ccc(OCCCCN2CCOCC2)cc1 (stereo not drawn) : BoNT A protease: 0.1; BoNT-F LC inh: 10.6; PrPC surface inh: 8.2; Mtb UGM inh: -2.5; FadD28 binding: -3.7; GDH-TPI counter: -5.3; Mtb FBA inh: 1.4; CCHF vOTU inh: 4.9; BioA inh: 0.1
# Shown for C/C(=C(/NC(=O)c1ccccc1)C(=O)O)c1ccco1 : BoNT A protease: -0.1; BoNT-F LC inh: -2.0; PrPC surface inh: -0.2; Mtb UGM inh: 7.0; FadD28 binding: 0.4; GDH-TPI counter: 10.6; Mtb FBA inh: 1.6; CCHF vOTU inh: -6.2; BioA inh: .

# New compounds follow:
SMILES,BoNT A protease,BoNT-F LC inh,PrPC surface inh,Mtb UGM inh,FadD28 binding,GDH-TPI counter,Mtb FBA inh,CCHF vOTU inh,BioA inh
CSc1ccc2c(c1)N(CCC1CCCCN1C)c1ccccc1S2 (stereo not drawn),-0.9,-15.4,-15.5,0.5,-4.9,-5.3,-2.2,14.1,1.2&0.1
COc1ccc(N(CC(=O)Nc2cc(OC)ccc2OC)S(=O)(=O)c2c(C)nn(C)c2C)cc1,-0.5,-2.1,-2.9,-0.9,-0.8,6.7,-0.9,-7.8,-2.7
N/C(Cn1cncn1)=N\NC(=O)c1ccc(Cl)cc1Cl,0.9,7.5,-4.9,0.9,-3.7,3.5,3.2,-17.5,.
CCOc1cc(-c2ccccc2)nc(N)n1,-0.4,16.5,-2.2,-0.4,-2.0,8.9,-4.3,0.8,-0.8
COc1ccc(NCC(=O)N/N=C/c2ccc3c(c2)OCCO3)cc1,-0.8,-32.4,19.7,6.9,-1.6,15.8,-2.5,1.2,.
COc1cc(-c2ncc3ccccn23)cc(OC)c1OC,0.2,-2.7,-12.5,1.6,0.8,18.8,22.1,4.6,2.0
COc1ccc(CN(Cc2cccn2C)S(=O)(=O)c2ccc(F)cc2)cc1,.,.,-9.0,1.8,-2.2,-4.6,0.5,2.8,7.1
CCOc1ccccc1/C=C(/NC(=O)c1ccccc1)C(=O)N(CC)CC,-0.2,-9.1,-5.0,0.0,0.4,2.6,2.6,-4.1,.
O=C(Nn1cnnc1)C1CCCN1S(=O)(=O)c1ccc(F)cc1 (stereo not drawn),-1.2,-10.1,-6.4,0.1,-0.1,18.3,3.3,-0.9,.
CCC(CC)c1nnc(NC(=O)CCNC(=O)c2ccccc2Cl)s1,-1.7,-5.8,3.9,-1.5,0.3,4.9,-1.7,-2.3,.
O=C1[C@H]2[C@@H](c3ccccc3)N[C@]3(CCCN(Cc4ccc(Cl)cc4)C3=O)[C@H]2C(=O)N1Cc1ccccc1,-0.2,1.8,27.5*,.,-5.7,-7.1,-1.9,6.7,-1.0
O=C(NCc1n[nH]c(=S)n1-c1cccc(Cl)c1)c1ccc(S(=O)(=O)N2CCCCC2)cc1,-6.2,-6.1,0.8,1.4,1.9,-3.0,-0.2,4.1,.
Cc1ccc(S(=O)(=O)N(C)C)cc1NC(=S)N(C)C1CCN(C)CC1,-2.1,-0.8,1.3,-2.2,.,6.9,2.8,-6.3,0.1
COc1ccc(CC(=O)Nc2c(C(=O)N3CCN(c4ncccn4)CC3)oc3ccccc23)cc1OC,-0.2,-1.1,3.0,0.0,-0.8,3.5,1.4,-5.4,-0.1
